uPA surface inh – qHTS for Inhibitors of Cell Surface uPA Generation; Potency, µM (series often up to 38.3 µM), inactives show top-dose activity change, negative = inhibition, most hits filed as inhibitors; cell surface uPA generation assay, qHTS; 330,000 compounds, 0.31% hits; active = well fitted inhibition curve with a large enough effect; inconclusive = small, poorly fitted or top-dose-only effect; inactive = no such curve, though single readings can be large or run the other way; tested in mouse RAW 264.7 cells; also: potency is read from the fitted curve at half-maximal effect; % is scaled to controls: 0 for no effect and ±100 for the full control effect; nearly all actives have a fitted effect of over 55% in size
USP2a block – qHTS Assay for Inhibitors of Ubiquitin-specific Protease USP2a Using CHOP2 as the Reporter; Ubiquitin carboxyl-terminal hydrolase 2 (Homo sapiens), O75604; USP2 core, Ub-CHOP2 coupled fluorogenic reporter, 485/531; Potency, µM (series often up to 38.3 µM), for inactives: at the top dose activity change, negative = inhibition, hits mostly inhibitors; 330,000 compounds, 0.01% hits; AID 463254, 2010;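 also: potency is read from the fitted curve at half-maximal effect; plate controls were DMSO wells for no effect and full inhibition by NEM control for full effect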
Target sequence (O75604 whole entry, looked up): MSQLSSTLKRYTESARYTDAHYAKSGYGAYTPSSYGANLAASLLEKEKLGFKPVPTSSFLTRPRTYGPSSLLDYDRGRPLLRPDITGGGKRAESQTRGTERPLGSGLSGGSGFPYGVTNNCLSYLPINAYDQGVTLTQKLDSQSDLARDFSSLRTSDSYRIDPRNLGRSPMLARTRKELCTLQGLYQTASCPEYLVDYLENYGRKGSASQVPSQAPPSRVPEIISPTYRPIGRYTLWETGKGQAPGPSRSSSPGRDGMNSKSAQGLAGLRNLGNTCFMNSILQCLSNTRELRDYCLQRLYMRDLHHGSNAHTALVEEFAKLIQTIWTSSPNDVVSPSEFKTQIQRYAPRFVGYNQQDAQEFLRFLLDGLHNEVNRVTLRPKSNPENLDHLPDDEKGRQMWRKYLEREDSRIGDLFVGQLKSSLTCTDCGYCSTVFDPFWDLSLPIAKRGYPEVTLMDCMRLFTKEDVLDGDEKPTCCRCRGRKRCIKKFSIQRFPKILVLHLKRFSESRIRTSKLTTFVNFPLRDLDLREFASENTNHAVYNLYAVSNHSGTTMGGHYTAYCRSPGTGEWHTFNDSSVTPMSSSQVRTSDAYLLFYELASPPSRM
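USP2 core (10nM final) preincubated 30min RT with compound in 20mM Tris-HCl pH 8.0, 2mM CaCl2, 2mM beta-mercaptoethanol, 0.05% CHAPS; 25nM Ub-CHOP2 plus 25nM reporter substrate added, fluorescence (Ex485/Em531) read after 60min.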
TSG101-PTAP inh – qHTS Assay for Iinhibitors of HIV-1 Budding by Blocking the Interaction of PTAP/TSG101 | 340,000 tested, under 10 active | Potency, µM (titrated, usually from 115 µM), for the others: at the highest dose activity change, negative = inhibition, usual class: inhibitors | Tumor susceptibility gene 101 protein (Homo sapiens), Q99816 | Fluorescence polarization, FITC-PTAP peptide / Tsg101 binding; active = well fitted inhibition curve with a large enough effect in the main read-out, with a control signal flat, not every such curve was filed as active; inconclusive = small, poorly fitted or top-dose-only effect, or effect the other way, or a change in a side signal; inactive = no such curve, though single readings can be large or run the other way; also: potency is read from the fitted curve at half-maximal effect; % of control where 0% means no effect
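Fluorescence polarization binding of Tsg101 binding domain (10 uM final) to FITC-labeled PTAP peptide (50 nM final) in HEPES pH 7.5 buffer with NaCl, Tween 20, EDTA, TCEP. Compounds added before peptide; binding 20 min at RT.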
a7 integrin act – qHTS for Activators of Integrin-Mediated Alleviation for Muscular Dystrophy. Potency, µM (doses to about 38.3 µM), without a hit: top-dose activation, actives largely listed as activators. 350,000 compounds, 0.064% hits. alpha7betagal myoblasts, beta-gal FDG fluorescence, 48 h. AID 624291, 2012;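 also: potency is read from the fitted curve at half-maximal effect; 100% = response of the positive control SU9516; nearly all actives have a fitted effect of over 60% in size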
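alpha7betagal+/- myoblasts (passage 13, 250/well) treated 48 h at 37C with compounds at 1:260 dilution of DMSO stock. Lysed, then beta-galactosidase activity read as FDG fluorescence (ex 480/em 540) after 30 min, with pre-read for autofluorescence.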
B2AR arrestin – qHTS assay of beta-arrestin-biased ligands of beta2-adrenergic receptor | Beta-2 adrenergic receptor (Homo sapiens), P07550 | beta-arrestin recruitment to beta2AR, cell-based reporter | Potency, µM (highest dose often 46.1 µM), without a hit: top-dose activation, most hits filed as activators | 330,000 compounds, 0.02% hits | AID 492947, 2010;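 also: potency is read from the fitted curve at half-maximal effect; 0% = DMSO controls and full agonism = EC100 isoproterenol or metaproterenol; nearly all actives have a fitted effect of over 65% in size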
Target sequence (P07550 whole entry, looked up): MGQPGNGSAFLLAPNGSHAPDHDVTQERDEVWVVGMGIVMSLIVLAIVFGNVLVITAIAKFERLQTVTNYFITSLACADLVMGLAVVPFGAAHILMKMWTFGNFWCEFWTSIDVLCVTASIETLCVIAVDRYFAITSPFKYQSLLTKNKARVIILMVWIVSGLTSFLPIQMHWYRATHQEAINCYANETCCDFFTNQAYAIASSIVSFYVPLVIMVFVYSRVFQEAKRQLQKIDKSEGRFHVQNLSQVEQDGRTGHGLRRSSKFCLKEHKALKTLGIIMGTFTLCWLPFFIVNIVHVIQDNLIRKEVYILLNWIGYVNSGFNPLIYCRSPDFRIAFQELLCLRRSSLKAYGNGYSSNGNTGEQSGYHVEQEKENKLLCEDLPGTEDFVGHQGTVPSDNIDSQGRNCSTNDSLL
TRPV1 agonist – HTS Assay for Compounds that Act as Agonists of the Vanilloid Receptor 1. 320,000 compounds, 0.19% hits. Transient receptor potential cation channel subfamily V member 1 (Homo sapiens), Q8NER1. activation, % at 8.33 µM. TRPV1-expressing cells, Fluo-8 calcium influx, agonist mode; in the data active = activation above about 80%; inconclusive = between about 30% and that limit; also: 0% is about no effect
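TRPV1-expressing cells were cultured overnight at 35.5C and loaded with Fluo-8 calcium dye for 40 to 90 min at room temperature. After a 10 s baseline, compound was added and calcium influx was read kinetically for 3 min (ex 480/em 520 nm).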
Eya2 phos inh – qHTS Assay for Inhibitors of the Phosphatase Activity of Eya2; Protein phosphatase EYA2 (Homo sapiens), O00167; recombinant Eya2, OMFP fluorescence dephosphorylation (OMFP is methylfluorescein phosphate); Potency, µM (titrated, usually from 76.9 µM), without a hit: at the top dose activity, negative = inhibition, actives largely listed as inhibitors; 330,000 compounds, 0.006% hits; also: potency is read from the fitted curve at half-maximal effect; % is scaled to controls: 0 for no effect and ±100 for the full control effect
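Eya2 protein (added as 0.2 uM solution) was preincubated with compound for 10 min at ambient temperature in 50 mM HEPES pH 7.5, 50 mM NaCl, 5 uM MgCl2, 0.05% BSA, 1 mM DTT. OMFP (added at 50 uM) then reacted 10 min; fluorescence read at 485/525 nm.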
ELG1 genotoxic – qHTS screen for small molecules that induce genotoxicity in human embryonic kidney (HEK293T) cells expressing luciferase-tagged ELG1. HEK293T ELG1-luciferase reporter, luminescence, 16 h. Potency, µM (top dose mostly 46 µM), without a hit: top-dose activity change, positive = activation, usual class: activators. 330,000 compounds, 1.3% hits. AID 504466, 2011; also: potency is read from the fitted curve at half-maximal effect; % of control where 0% means no effect; nearly all actives have a fitted effect of over 60% in size
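Screening used a luciferase reporter fused to human ELG1 in HEK293T cells. Luminescence was read on a CCD plate imager after 16 hr exposure and 30 min ONE-Glo incubation.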
S-ASM inh – Inhibitors of Secretory Acid Sphingomyelinase (S-ASM): qHTS | Potency, µM (series often up to 57.5 µM), for inactives: top-dose activity change, negative = inhibition, usual class: inhibitors | Sphingomyelin phosphodiesterase (Homo sapiens), P17405 | placental ASM, HMU-PC fluorogenic substrate, 60 min | 340,000 compounds, 0.006% hits; also: potency is read from the fitted curve at half-maximal effect
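Fluorescence read-out (Ex 386 nm, Em 447 nm) after stopping the reaction at pH 10. Enzyme: ASM from human placenta; substrate HMU-PC0, 9 uM final; 60 min, 37 °C. Compound preincubation 10 min, ambient temperature.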
BRCA1 expr act – qHTS Assay to Identify Small Molecule Activators of BRCA1 Expression; MCF7-BRCA1-FFLuc reporter, luminescence, 48 h; response scale: scaled: vehicle 0%, 10 µM genistein 100%; Potency, µM (titrated, usually from 46.1 µM), for inactives: at the highest dose activation, usual class: activators; 380,000 compounds, 1.1% hits; also: potency is read from the fitted curve at half-maximal effect; nearly all actives have a fitted effect of over 80% in size; some results filed as inactive show a strong effect at the top dose
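MCF7-BRCA1-FFLuc, 2000 cells/well; 2 h attach, 37 °C/5% CO2; compound 48 h; luciferase substrate 15 min; luminescence end-point. Norm. to genistein 10 microM max activation and DMSO; concentration-response curves fitted.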
p53 reactivator – qHTS assay for re-activators of p53 using a Luc reporter. H1299 p53-A138V BP100-luciferase reporter, luminescence, 24 h. Potency, µM (series often up to 92.2 µM), for the others: at the top dose activity change, positive = activation, hits mostly activators. 320,000 compounds, 0.063% hits. AID 504706, 2011; also: potency is read from the fitted curve at half-maximal effect; % of control where 0% means no effect; nearly all actives have a fitted effect of over 45% in size
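H1299 (p53-null), stable ts p53-A138V + BP100-Luc; 1000 cells/well, Opti-MEM/10% FBS; cpd 4 pt, 1:5; 24 h, 37 deg C, 5% CO2; detection reagent 10 min RT; luminescence.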
The depositor's hits bear a star; ? = inconclusive; . = not tested or not shown; [ ] = another dose, or the depositor's remark. Unless noted, calls follow the shape of the dose curve; as a rule, active = well fitted curve in the direction sought with a large enough effect; inconclusive = small, poorly fitted or top-dose-only effect, or another doubt; inactive = no such curve, though single readings can be large; an effect the other way counts as inactive or inconclusive.

cpd	SMILES	uPA surface inh	USP2a block	TSG101-PTAP inh	a7 integrin act	B2AR arrestin	TRPV1 agonist
1	CCOc1c(N2CCOCC2)c(=O)c1=O	1%	0%	0%	2%	0.1%	4
2	CCNC(=O)C/C(C)=N/NC(=O)C1CCCCC1	6%	-1%	-4%	10%	0.1%	4
3	Nc1nc(-c2ccc(Br)cc2)c(S(=O)(=O)c2ccccc2)s1	10%	5%	0%	-4%	3.0%	2
4	Cc1ccc(-n2nc(C)c(C3C(C#N)=C(N)OC4=C3C(=O)CC(C)(C)C4)c2Cl)cc1 (stereo not given)	.	4%	.	.	-0.4%	10
5	Cc1ccc(NC(=O)CN2CCCC2c2cccn2C)c(Br)c1 (stereo not given)	-21%	2%	-5%	-45%[inhibitor]	0.2%	.
6	COc1ccc2[nH]cc(C(=O)N3CCCCC3)c(=O)c2c1	-1%	-1%	-5%	-18%	-0.4%	-1
7	NC(=O)CN1C(=O)C2CCCCN2C(=O)c2ccccc21 (stereo not given)	-1%	2%	-9%	8%	0.4%	1
8	COc1ccc(NC(=O)C2CCCN(S(=O)(=O)c3ccc4[nH]c(=O)ccc4c3)C2)cc1 (stereo not given)	-3%	3%	-2%	0%	-1.0%	-3
9	COC(=O)Cn1nnc(N2CCOCC2)n1	0%	2%	3%	-1%	-0.8%	-1
10	O=C(/C=C/c1ccccc1Cl)NCc1ccco1	.	-1%	-6%	14%	0.0%	?
11	Cc1cccc(C)c1N1C(=O)CC(N2CCN(S(=O)(=O)c3ccccc3F)CC2)C1=O (stereo not given)	4%	4%	-1%	-26%	0.1%	.
12	O=C(O)c1ccccc1NN=Cc1ccccc1	-10%	.	-1%	-5%	.	.
13	O=C(CCN1CCN(C/C=C/c2ccccc2)CC1)Nc1ccccc1Cl	-15%	2%	-3%	1%	0.1%	-1
14	CS(=O)(=O)c1ccc(Cl)c(NC(=O)COC(=O)CCN=C2NS(=O)(=O)c3ccccc32)c1	2%	-1%	0%	-13%	-0.4%	5
15	CC(C)CCOc1cccc(OCC(=O)N(C)C2CCS(=O)(=O)C2)c1 (stereo not given)	0%	-1%	-4%	7%	-0.4%	4

cpd	Eya2 phos inh	ELG1 genotoxic	S-ASM inh	BRCA1 expr act	p53 reactivator
1	-8%	-4%	-5%	0%	-1%
2	-1%	1%	3%	-25%	3%
3	1%	1%	-2%	-15%	-17%
4	9%	-1%	.	.	-2%
5	-15%	?	3%	?	?
6	16%	3%	1%	-3%	16%
7	-7%	0%	1%	8%	0%
8	8%	5%	2%	1%	.
9	-3%	-5%	-1%	3%	0%
10	10%	9%	3%	?	20%
11	-27%	-3%	2%	-1%	0%
12	.	.	-1%	?	.
13	6%	0%	-1%	-7%	.
14	8%	1%	-3%	10%	-6%
15	-5%	-1%	0%	7%	-5%

Remaining list, next part
cpd	SMILES	uPA surface inh	USP2a block	TSG101-PTAP inh	a7 integrin act	B2AR arrestin	TRPV1 agonist
16	O=C(NCc1ccco1)C(c1ccc(F)cc1)N(C(=O)Cc1cccs1)c1cccnc1 (stereo not given)	-1%	14%	-7%	-32%	-0.3%	1
17	Cc1ccccc1Nc1nnc(SCC(=O)Nc2ncc(C(F)(F)F)cc2Cl)s1	5%	1%	-3%	-12%	-0.1%	-3
18	O=C(Cn1c(CC(=O)N2CCOCC2)nc2ccccc21)Nc1ccc2c(c1)OC(F)(F)O2	2%	3%	0%	26%	0.2%	2
19	CCc1ccccc1NC(=O)CN(C)C(=O)Cn1ncc(Cl)c(Cl)c1=O	0%	2%	-1%	-63%[inhibitor]	-0.2%	0
20	CCc1nc(SCC(=O)OC(C)C)c2ccccc2n1	1%	6%	0%	-2%	-0.2%	25
21	COC(=O)c1ccccc1-c1ccc(/C=C2\C(=O)N(c3ccccc3)N=C2c2ccccc2)o1	-2%	1%	-4%	45%	0.2%	2
22	O=S(=O)(/N=C(/Nc1ccccn1)c1ccccc1)c1ccccc1	4%	3%	-2%	0%	-0.1%	1
23	CCn1nc(C)c(/C=N/NC(=O)c2c[nH]c3ccccc23)c1C	-2%	-4%	-2%	18%	-1.5%	0
24	Cc1ccc(-n2ncc3c(NCCCOC(C)C)ncnc32)c(C)c1	0%	1%	-2%	-12%	-0.1%	2
25	COc1ccc(CNC(=O)C2CCCN2S(=O)(=O)c2ccc(C)cc2)cc1 (stereo not given)	2%	-1%	-3%	9%	-0.8%	2
26	CCC(c1nnnn1Cc1ccc(OC)cc1)N(CCCO)Cc1cc2cc3c(cc2[nH]c1=O)OCO3 (stereo not given)	.	-2%	-6%	6%	0.1%	-3
27	CCn1nnnc1SCC(=O)Nc1cccc(C)n1	-1%	?	-4%	-15%	1.0%	-3
28	O=C(N=Nc1c(O)n(Cc2ccccc2)c2ccccc12)c1ccncc1	-16%	2%	-2%	-53%[inhibitor]	-1.4%	23
29	Fc1ccc(-c2nc3nc4ccccc4nc3n2Cc2ccco2)cc1	-1%	0%	-5%	-2%	6.6%	19
30	COc1ccccc1CNC(=O)C1CCCN(S(C)(=O)=O)C1 (stereo not given)	-2%	.	1%	-18%	.	-2

cpd	Eya2 phos inh	ELG1 genotoxic	S-ASM inh	BRCA1 expr act	p53 reactivator
16	-8%	-3%	1%	-18%	-3%
17	1%	-1%	-3%	0%	-6%
18	9%	-1%	-2%	-22%	-9%
19	16%	-16%	0%	-86%	-41%[inhibitor]
20	4%	-13%	0%	-12%	2%
21	1%	0%	-2%	11%	0%
22	4%	5%	-1%	29%	-7%
23	8%	?	1%	48%	?
24	3%	-6%	-1%	-6%	-14%
25	-18%	-2%	-1%	7%	-24%
26	-7%	-4%	60%[activator]	-30%	-2%
27	-4%	1%	1%	2%	-6%
28	1%	-6%	-11%	32%	5%
29	-1%	5%	20%	-19%	18%
30	.	.	3%	-1%	.

(continued)
cpd	SMILES	uPA surface inh	USP2a block	TSG101-PTAP inh	a7 integrin act	B2AR arrestin	TRPV1 agonist
31	COc1ccc(OC)c(-n2c(O)cnc2Nc2nc(C)cc(C)n2)c1	-4%	-1%	-2%	5%	0.3%	-2
32	CCOC(=O)c1sc(NC(=O)CSc2nc(O)c(Cc3ccccc3)c(=O)[nH]2)nc1C	1%	2%	-3%	14%	0.1%	-13
33	CC(NC(=O)C(c1ccccc1)c1ccccc1)C(=O)N1CCCCC1 (stereo not given)	-19%	1%	-5%	2%	-0.2%	?
34	O=C(CC1S/C(=N/N=C/C=C/c2ccccc2)NC1=O)Nc1ccc(Cl)c(Cl)c1 (stereo not given)	1%	6%	3%	11%	-0.6%	1
35	Cc1sc2ncnc(SCC(=O)c3ccc4c(c3)OCCO4)c2c1-c1ccccc1	1%	4%	2%	22%	0.2%	2

cpd	Eya2 phos inh	ELG1 genotoxic	S-ASM inh	BRCA1 expr act	p53 reactivator
31	5%	3%	-3%	-27%	-2%
32	-2%	9%	0%	-2%	10%
33	-8%	3%	-2%	-11%	-5%
34	-8%	0%	-1%	7%	6%
35	2%	-7%	3%	-59%	-3%

Assay outcomes deposited in PubChem BioAssay by National Center for Advancing Translational Sciences (NCATS).
